# RGS4 block = human RGS4 inhibition | P49798 | HEK293 M3R/RGS4 inducible, Fluo-4 calcium flux; hits give high values; triggered by carbachol at its EC20 | B-score at 10 µM | 310,000 tested, 0.45% active | AID 463165;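 active = B-score, a plate-corrected calcium signal, over three deviations above library mean, with baseline fluorescence within five deviations of library mean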;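 also: RGS4 expression induced by doxycycline in cells with stable M3 receptor; B-score is computed from the integrated fluorescence ratio over baseline after carbachol; higher B-score means a larger calcium signal and so more RGS4 inhibition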
# Target sequence (P49798 whole entry, looked up): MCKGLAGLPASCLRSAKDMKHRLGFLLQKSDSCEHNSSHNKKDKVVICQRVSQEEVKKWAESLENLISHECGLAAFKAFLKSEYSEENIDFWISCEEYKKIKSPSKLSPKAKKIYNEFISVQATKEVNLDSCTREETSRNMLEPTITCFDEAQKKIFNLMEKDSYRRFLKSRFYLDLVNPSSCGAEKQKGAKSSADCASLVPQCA
# KCNK9 block = blocks the human KCNK9 two-pore domain potassium channel. B-score at 10 µM. 310,000 tested, 1.2% active. HEK293 KCNK9, FluxOR thallium flux fluorescence; hits give low values. AID 488922;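 active = ratio B-score over 3 SD below the library mean, with starting fluorescence within 5 SD of its mean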;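 also: negative B-score means less thallium flux so channel inhibition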
# ANO1 activ = mouse TMEM16A channel activation, primary screen; Q8BHY3; HEK293 TMEM16A/YFP-H148Q/I152L, iodide quench fluorescence; hits give low values; B-score at 10 µM; 340,000 tested, 0.3% active;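 active = fluorescence-ratio B-score plate-corrected deviation score at least 3 library SD below zero, with starting fluorescence score within 5 deviations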;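 also: channel opened by trigger with iodide after compound preincubation; score built on the fluorescence ratio of max minus min over baseline; more negative score means more quench and so TMEM16A activation or potentiation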
# SKKanGAS inh = inhibitors of SKKanGAS S. pyogenes growth in kanamycin (SK-promoter or general growth effect); BacTiter-Glo, 6 h; 300,000 tested, 1.3% active; inhibition, % at 7.5 µM;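 active = mean replicate score, as percent of positive control median, at least 50; inconclusive = mean below 50 but one replicate at or above 50; inactive = mean and every replicate below 50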;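 also: strain carries kanamycin resistance gene driven by streptokinase promoter and grows in 40 µg/ml kanamycin; loss of luminescence reflects streptokinase promoter inhibition or plain growth inhibition; 0% = median of DMSO wells and 100% = positive control at its reference dose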
# TMEM16A inh = mouse TMEM16A channel inhibition, primary screen; 310,000 tested, 1.2% active; AID 588511; Q8BHY3; normalized B-score (activity score, 25-100; higher = stronger inhibition) at 10 µM; HEK293 TMEM16A/YFP iodide influx fluorescence, ionomycin;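 active = ratio plate-corrected score three or more library SD toward inhibition, starting fluorescence score within five deviations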;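 also: score derived from kinetic fluorescence span divided by baseline fluorescence per well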
# hERG protect = shields human hERG channel from block by proarrhythmic agents. Q12809. CHO-hERG, FluxOR thallium flux, dofetilide IC70 present. activation (rescue from dofetilide block), less the hit threshold, % at 10 µM. 310,000 tested, 0.51% active;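 active = activation above the mean of controls blocked by dofetilide plus 5 SD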;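 also: thallium influx through hERG after potassium depolarization seen as dye fluorescence rise; in these data hits start at about 4.7%; inactives centre near -7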
# KCNQ1 pot = potentiators or activators of human KCNQ1 potassium channel; AID 2648; 310,000 tested, 0.35% active; P51787; CHO-K1 KCNQ1, thallium flux FluxOR fluorescence; hits give high values; B-score at 10 µM;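 active = fluorescence ratio B-score, a plate-corrected score, at least three library SD, with initial intensity B-score within 5 SD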
#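 Test system: CHO-K1 cells stably expressing KCNQ1 / Medium: assay buffer / Also added: depolarizing K+/Tl+ stimulus, K2SO4 and Tl2SO4 each 12.5 mM in 5x stock / Incubation: 90 min dye loading and 20 min compound exposure, both at room temperature / Signal: thallium influx via FluxOR fluorescence, kinetic imaging / Evaluation: B score of baseline-normalized fluorescence ratio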
# KCNK3 inh = human KCNK3 channel inhibition, primary screen. CHO-KCNK3 thallium flux, FluxOR fluorescence; hits give low values. B-score at 10 µM. 340,000 tested, 0.84% active. AID 602410;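 active = B-score under library mean minus 4 SD, starting fluorescence ratio at most library mean plus 5 SD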;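 also: more negative B-score means stronger inhibition of thallium flux through KCNK3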
# Target sequence (O14649 whole entry, looked up): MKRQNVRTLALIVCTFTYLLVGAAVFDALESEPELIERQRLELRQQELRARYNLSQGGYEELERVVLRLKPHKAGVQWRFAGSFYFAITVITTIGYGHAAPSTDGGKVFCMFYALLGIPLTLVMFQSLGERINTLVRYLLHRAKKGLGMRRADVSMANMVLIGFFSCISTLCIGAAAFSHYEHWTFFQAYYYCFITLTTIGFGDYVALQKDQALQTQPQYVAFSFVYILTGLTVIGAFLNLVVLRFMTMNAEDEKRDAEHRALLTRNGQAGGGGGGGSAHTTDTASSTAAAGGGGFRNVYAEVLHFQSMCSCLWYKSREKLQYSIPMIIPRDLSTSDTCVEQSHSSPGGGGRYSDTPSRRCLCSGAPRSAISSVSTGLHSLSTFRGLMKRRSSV
# HDAC3 inhib = inhibitors of human histone deacetylase 3; recombinant HDAC3, fluorogenic peptide/trypsin coupled, fluorescence; inhibition, % at 8.3 µM; 320,000 tested, 0.15% active; AID 2718; in the data active = inhibition above about 26%, passing the limit was not always enough; inconclusive = no clear call, values can overlap the other calls
# Target sequence (O15379 whole entry, looked up): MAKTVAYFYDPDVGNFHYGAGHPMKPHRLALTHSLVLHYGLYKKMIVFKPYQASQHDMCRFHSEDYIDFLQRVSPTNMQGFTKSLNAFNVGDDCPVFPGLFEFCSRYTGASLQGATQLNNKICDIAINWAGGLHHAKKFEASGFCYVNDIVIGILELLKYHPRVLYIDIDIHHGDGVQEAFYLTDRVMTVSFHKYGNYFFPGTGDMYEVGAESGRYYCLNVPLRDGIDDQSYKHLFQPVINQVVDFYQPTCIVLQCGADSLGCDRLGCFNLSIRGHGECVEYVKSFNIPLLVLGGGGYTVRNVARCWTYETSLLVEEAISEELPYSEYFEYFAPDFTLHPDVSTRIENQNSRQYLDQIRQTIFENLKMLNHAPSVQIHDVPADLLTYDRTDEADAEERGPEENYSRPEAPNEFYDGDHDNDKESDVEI
# RGS4 act = potentiators or activators of RGS4; HEK293 M3R/inducible RGS4, carbachol calcium flux Fluo4; hits give low values; B-score at 10 µM; 310,000 tested, 0.92% active; AID 463111;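 active = B-score of the integrated calcium signal more than 4 SD below the library mean, with starting fluorescence not abnormally high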;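 also: negative B-score means reduced calcium response which marks RGS4 activation or potentiation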
#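 Assay system: Inducible-RGS4 HEK293 cells carrying M3 receptor | Schedule: Compound preincubation 20 min at room temperature before agonist | Signal: Kinetic calcium fluorescence imaging with Fluo4-AM dye, 2 µM | Read-out basis: B score from integrated fluorescence ratio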
# KCNQ1 block = human KCNQ1 channel inhibition | P51787 | CHO-K1 KCNQ1, FluxOR thallium flux fluorescence; hits give high values | B-score at 10 µM | 310,000 tested, 1.3% active | AID 2642;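 active = compounds whose thallium flux B-score, printed positive for inhibition, exceeds three library SD while starting fluorescence stays within three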;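 also: channel opened by potassium depolarization with thallium stimulus after 20 min compound exposure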
# Numbers without * were called inactive; i = inactive; ? = inconclusive; nt = not tested or not shown.
SMILES,RGS4 block,KCNK9 block,ANO1 activ,SKKanGAS inh,TMEM16A inh,hERG protect,KCNQ1 pot,KCNK3 inh,HDAC3 inhib,RGS4 act,KCNQ1 block
CCOC(=O)c1c(C=O)c(C)n(Cc2ccc(Cl)cc2)c1C,i,i,i,-3,i,-13,i,i,10,i,i
O=C(NNC(=O)c1ccccc1OCc1ccccc1Cl)c1csc(N2CCOCC2)n1,i,i,i,60*,i,-9,i,i,-2,i,i
Cc1nc(-c2c(C(F)(F)F)noc2-c2ccc(O)cc2O)cs1,i,i,i,2,i,-11,i,i,9,i,i
CC(C)CN1C(=O)C(=O)N(CC(=O)c2ccc[nH]2)C1=O,i,i,i,1,i,-2,i,i,nt,i,i
COc1ccc(N=Nc2c(C)n[nH]c2C)cc1,i,i,i,18,i,-5,i,i,2,i,i
CCOC(=O)c1nc(NNC(C)=O)sc1C,i,i,i,-5,i,-1,i,i,-3,i,i
Cc1ccc(CNC(=O)Cc2csc(Nc3nc(=S)[nH]c4ccccc34)n2)cc1,i,i,nt,3,i,-3,i,nt,0,i,i
Cc1ccc(S(=O)(=O)NCC23C=CC(O2)C2C(=O)N(c4ccccc4)C(=O)C23)cc1 (configuration not stated),i,i,i,-7,i,-7,i,i,4,i,i
CCC(=O)Nc1ccc(N2CCCCC2)cc1,i,i,i,3,i,-5,i,i,3,i,i
CCc1c(C)nc(Nc2nc(C)c3cc(OC)ccc3n2)[nH]c1=O,i,i,i,-2,i,-2,i,i,1,i,i
Cn1c(=O)[nH]c(=O)c2c1[nH]c(=S)n2CCCc1ccccc1,i,i,i,-1,nt,-2,i,i,nt,i,i
Cc1cc(C)cc(NS(=O)(=O)c2ccc3c(c2)c(=O)n(C)c(=O)n3C)c1,i,i,i,4,i,-10,i,i,0,i,i
COc1cccc2c(SCC(=O)N/N=C/c3ccccc3)cc(C)nc12,i,i,i,-12,i,-10,i,i,-1,i,i
CCC(=O)N1CCN(c2ccccc2NC(=O)c2cccs2)CC1,i,i,i,2,i,-8,i,i,-7,i,i
CNC(=O)CN1C(=O)CSc2ncccc21,i,i,i,-3,i,-7,i,i,-5,i,i
CC(=O)N[C@@H](Cc1c[nH]c2ccccc12)C(=O)OCc1ccc(C#N)cc1,i,i,i,-23,i,-13,i,i,0,i,i
O=C(COc1ccccc1)NC(=S)N1CCc2ccccc21,i,i,i,11,i,4.9*,10*,i,1,i,i
Cc1ccccc1N/C(=C(/C(Cl)=C(Cl)Cl)[N+](=O)[O-])n1nnc2ccccc21,i,i,i,1,i,-6,i,i,8,i,i
O=C(CCNC(=O)Cn1cnc2ccccc2c1=O)NCC1CCCO1 (configuration not stated),i,i,i,2,i,-10,i,i,-4,i,i
COCCN1C(=NCCCOC(C)C)N[C@@H](c2ccccc2)C(C(=O)OC)=C1C,i,i,i,3,i,-15,i,i,1,i,i
O=C(Nc1nc(-c2ccccn2)cs1)c1ccc2c(c1)OCCO2,i,i,i,83*,i,-1,i,i,2,i,i
CCCCCCOc1ccc(C(=O)n2cnc(N)n2)cc1,i,i,i,-9,i,-12,i,i,0,i,i
COc1ccc(NC(=S)NNC(=O)c2ccco2)c(OC)c1,i,i,i,-2,i,-7,i,i,-1,i,i
Cc1ccc(OCC(=O)N(Cc2ccccc2)c2c(N)n(Cc3ccccc3)c(=O)[nH]c2=O)c(C)c1,i,i,i,2,i,-3,i,i,0,i,i
COC(=O)c1c(C)cc(OC(C)=O)c(C)c1OC(C)=O,i,i,i,0,i,-7,i,i,1,i,i

# Compound profiles, as listed above.
# Cc1cc(C)cc(NS(=O)(=O)c2ccc3c(c2)c(=O)n(C)c(=O)n3C)c1 as listed: RGS4 block: i; KCNK9 block: i; ANO1 activ: i; SKKanGAS inh: 4; TMEM16A inh: i; hERG protect: -10; KCNQ1 pot: i; KCNK3 inh: i; HDAC3 inhib: 0; RGS4 act: i; KCNQ1 block: i
# CC(=O)N[C@@H](Cc1c[nH]c2ccccc12)C(=O)OCc1ccc(C#N)cc1 as listed: RGS4 block: i; KCNK9 block: i; ANO1 activ: i; SKKanGAS inh: -23; TMEM16A inh: i; hERG protect: -13; KCNQ1 pot: i; KCNK3 inh: i; HDAC3 inhib: 0; RGS4 act: i; KCNQ1 block: i

# In a second layout: entries from further up
structure	RGS4 block	KCNK9 block	ANO1 activ	SKKanGAS inh	TMEM16A inh	hERG protect	KCNQ1 pot	KCNK3 inh	HDAC3 inhib	RGS4 act	KCNQ1 block
CCCCCCOc1ccc(C(=O)n2cnc(N)n2)cc1	i	i	i	-9	i	-12	i	i	0	i	i
COc1ccc(NC(=S)NNC(=O)c2ccco2)c(OC)c1	i	i	i	-2	i	-7	i	i	-1	i	i

# The listing picks up, repeating the 2 entries before the break.
SMILES,RGS4 block,KCNK9 block,ANO1 activ,SKKanGAS inh,TMEM16A inh,hERG protect,KCNQ1 pot,KCNK3 inh,HDAC3 inhib,RGS4 act,KCNQ1 block
Cc1ccc(OCC(=O)N(Cc2ccccc2)c2c(N)n(Cc3ccccc3)c(=O)[nH]c2=O)c(C)c1,i,i,i,2,i,-3,i,i,0,i,i
COC(=O)c1c(C)cc(OC(C)=O)c(C)c1OC(C)=O,i,i,i,0,i,-7,i,i,1,i,i
CCc1nc(N2CCCC(C)C2)c2oc3ccccc3c2n1 (configuration not stated),i,-7.4*,i,27,i,-12,i,i,-2,i,i
O=C(Nc1n[nH]c(=S)s1)c1ccco1,i,i,i,-5,i,-10,i,i,16,i,i
CC(C)C(=O)NC(=S)Nc1ccc(S(=O)(=O)N(C)Cc2ccccc2)cc1,i,i,i,2,i,-9,i,i,12,-7*,11*
COc1cccc(Oc2nc3ncn(Cc4ccccc4)c3c(=O)n2C)c1,i,i,i,-4,i,-14,i,i,-7,i,i
CCOc1cc(C(=S)N2CCOCC2)ccc1OC,i,i,i,-9,i,-2,i,i,-1,i,i
Cc1cccc(C)c1NC(=O)c1c(O)c2ccccc2[nH]c1=O,i,i,i,40,i,-8,i,i,11,i,i
Cc1[nH]n(-c2ccc(Cl)cc2)c(=O)c1/C=N/n1c(C)nc2ccccc2c1=O,i,i,i,69*,i,-10,i,i,3,i,i
O=C(N1CCCC1)n1c(Cc2ccccc2)nc2ccccc21,i,i,i,3,i,-13,i,i,?,i,i
N#Cc1nnn(-c2cc(Cl)cc(Cl)c2)c1N,i,i,i,-5,i,-6,i,i,1,i,i
CC(=O)NS(=O)(=O)c1ccc(NC(=O)c2ccccc2F)cc1,i,i,i,-2,25*,-9,i,i,2,i,i
O=C(N/N=C(\Cc1ncc[nH]1)c1ccccc1)c1ccccc1,i,i,nt,9,i,-10,i,nt,4,i,i
COc1cccc(CNC(=O)C2CCC(CNc3c(N4CCC(C)CC4)c(=O)c3=O)CC2)c1 (configuration not stated),i,i,i,-8,i,-8,i,i,3,i,i
N#CCC(=O)Nc1sc2c(c1C(N)=O)CCCC2,i,i,i,-1,i,-7,i,i,6,i,i
Cc1ccc(Nc2nc(OC(C(F)(F)F)C(F)(F)F)nc(N3CCOCC3)n2)cc1,i,i,i,17,i,-1,i,i,9,i,i
O=C(NCc1ccco1)c1ccc(Br)s1,i,i,i,1,i,-10,i,i,-3,i,i
Nn1c(SCC(=O)Nc2ccc(F)cc2)nnc1C1CCCCC1,i,i,i,2,i,4.9*,i,i,-3,i,i
Cc1ccccc1NS(=O)(=O)c1cc(C(=O)Nc2cccc([N+](=O)[O-])c2)ccc1C,i,i,i,2,i,-3,i,i,8,i,i
O=C(COC(=O)c1ccc(O)cc1)Nc1ccc2[nH]c(=O)[nH]c2c1,i,i,i,2,i,-17,i,i,3,i,i
O=C(NCc1cccc(Cl)c1)c1ccc2c(c1)OCO2,i,i,i,-2,i,-7,i,i,-6,i,i
COc1ccccc1CNC(=O)c1ccc(OCc2c(C)noc2C)c(OC)c1,i,i,i,-2,i,0,i,i,4,i,i
Cc1cccc(NC(=S)NCCN2CCOCC2)c1C,i,i,i,3,i,-7,i,i,-3,i,i
O=C1/C(=C/c2ccccn2)COc2ccccc21,i,i,i,-1,i,-16,i,i,-2,i,i
CCOC(=O)c1c(S(=O)(=O)NCC(=O)Nc2ccc(F)cc2)c(C)n(C)c1C,i,i,i,-3,i,-9,i,i,2,i,i
O=C(/C=C/c1ccc(F)cc1)NC(=S)NNC(=O)c1cnccn1,i,i,i,109*,i,-8,i,i,8,i,i
COc1ccc(C(=O)c2ccccc2)c2c(O)ccc(C(=O)c3ccccc3)c12,i,i,i,-1,i,-9,i,i,-3,i,i
COCCNS(=O)(=O)c1ccc2c(c1)n(C)c(=O)n2C,i,i,i,-1,i,1,i,i,3,i,i
COc1ccc(C(=O)Nc2ccccc2C(=O)Nc2ccc(C(=O)O)cc2)cc1,i,i,i,4,i,-3,i,i,-1,i,i
CC(C)(C)C1CCC2(CC1)SCC(=O)N2c1ccccc1 (configuration not stated),i,i,i,4,i,-5,i,i,-6,i,i
CSc1ccc(CN2CCC(n3nccc3NC(=O)C3CCOC3)CC2)cc1 (configuration not stated),i,i,i,15,i,-12,i,i,0,i,i
COC(=O)c1ccc(/C=N/Nc2nc3ccccc3[nH]2)cc1,i,i,i,2,i,-14,i,i,2,i,i

# High-throughput results (PubChem BioAssay)
